# Screening data as filed in PubChem BioAssay.
# MCF10A rereplic: A quantitative high throughput screen for small molecules that induce DNA re-replication in MCF 10a normal breast cells | MCF 10A DNA re-replication, Hoechst nuclear intensity, 48 h | Potency, µM (highest dose often 46.1 µM), inactives show at the highest dose activity, positive = re-replication, most hits filed as activators | 350,000 tested, 2.9% active; further: potency means the concentration at half of the fitted maximal effect; % of control where 0% means no effect; nearly all actives have a fitted effect of over 50% in size
# ATXN2 expr inh: Primary qHTS for Inhibitors of ATXN expression; Potency, µM (titrated, usually from 57 µM), for the others: at the highest dose activity change, negative = inhibition, most hits filed as inhibitors; HEK-293 ATXN2-luciferase reporter, luminescence, 24 h; 360,000 tested, 0.72% active; further: potency means the concentration at half of the fitted maximal effect; on the % scale 0 is the no-effect control and ±100 the full control effect; nearly all actives have a fitted effect of over 55% in size
#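 ATXN2-luciferase reporter cells (luciferase flanked by upstream and downstream ATXN2 gene portions) were treated 24 h at 37 °C with compounds at up to 57 uM. SteadyGlo luminescence gave expression; GF-AFC fluorescence gave viability.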
# IL-1B inflam inh: qHTS for Inhibitors of Inflammasome Signaling: IL-1-beta AlphaLISA Primary Screen; THP-1 LPS/ATP IL-1B secretion, AlphaLISA, 16 h; stronger effect = lower value; activity change, % at 57.5 µM; 360,000 tested, 4.7% active; AID 743279, 2014; in the data active means activity change below about -50%; inconclusive means mostly about -30% to -49%; further: on the % scale 0 is the no-effect control and ±100 the full control effect
#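 Secreted IL-1B measured by AlphaLISA bead assay after 16 h compound exposure of THP-1 cells; compounds (final up to 57.5 uM) added 1 h before LPS (250 ng/mL) and ATP (1.25 mM) stimulation; lower signal means less secretion.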
# HT1080NT lethal: qHTS for induction of synthetic lethality in tumor cells producing 2HG: qHTS for the HT-1080-NT fibrosarcoma cell line. HT-1080-NT fibrosarcoma viability, CellTiter-Glo ATP luminescence, 48 h. Potency, µM (highest dose often 46.1 µM), without a hit: top-dose activity, negative = less viability, usual class: cytotoxic. 360,000 tested, 1.6% active. AID 686970, 2013;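 further: NT is the 2HG producing partner of a matched IDH1 knockdown line; potency means the concentration at half of the fitted maximal effect; 0% = DMSO-treated cells and -100% = media-only wells without cells; nearly all actives have a fitted effect of over 55% in size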
#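 750 cells/well, RPMI + 5% FBS; 2 h settle, compound pin-transfer, 48 h at 37 degrees C. CellTiter-Glo 10 min RT, luminescence. Normalized to DMSO and media-only wells.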
# HT1080 IDH1KD tx: qHTS for induction of synthetic lethality in tumor cells producing 2HG: qHTS for the HT-1080-IDH1KD cell line | 360,000 tested, 2% active | Potency, µM (titrated, usually from 46.1 µM), for inactives: at the highest dose activity, negative = toxicity, usual class: cytotoxic | HT-1080 IDH1 knockdown viability, ATP luminescence, 48 h;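 further: potency means the concentration at half of the fitted maximal effect; 0% = DMSO wells and -100% = cell-free medium wells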
#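 After a 2 h attachment period, IDH1KD HT-1080 cells took pin-transferred compound for 48 h at 37 °C; ATP-based luminescence after 10 min room-temperature reagent incubation reported viability.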
# KB-V1 cytotox: qHTS assay for MDR1-selective chemotherapeutics: Primary screen using the drug-selected MDR subline cells KB-V1 | AID 1347076, 2019 | KB-V1 MDR cells viability, CellTiter-Glo, 72 h | Potency, µM (top dose mostly 46.1 µM), inactives show top-dose activity change, negative = cytotoxicity, hits mostly cytotoxic | 400,000 tested, 3.4% active; further: potency means the concentration at half of the fitted maximal effect; on the % scale 0 is the no-effect control and ±100 the full control effect; nearly all actives have a fitted effect of over 60% in size
#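 Cytotoxicity toward P-gp-expressing KB-V1 cells was determined as loss of CellTiter-Glo luminescence after 72 h at 37 degrees C. Compounds were tested in quantitative HTS format across a concentration range, with curves fitted to normalized data.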
# S2 tox: Viability Counterscreen for Primary qHTS for Inhibitors of ATXN expression | AID 651635, 2014 | S2 cells (HEK-293 line with an ATXN2-luciferase reporter) viability, CellTiter-Fluor protease fluorescence, 24 h | 400,000 tested, 0.49% active | Potency, µM (titrated, usually from 56.7 µM), usual class: cytotoxic; further: potency means the concentration at half of the fitted maximal effect; nearly all actives have a fitted effect of over 40% in size
# KB-3-1 cytotox: qHTS assay for MDR1-selective chemotherapeutics: Primary screen using the parental adenocarcinoma cell KB-3-1 | KB-3-1 viability, CellTiter-Glo ATP luminescence, 72 h | Potency, µM (top dose mostly 46.1 µM), without a hit: top-dose activity change, negative = cytotoxic, actives largely listed as cytotoxic | 400,000 tested, 1.4% active; further: potency means the concentration at half of the fitted maximal effect; on the % scale 0 is the no-effect control and ±100 the full control effect; nearly all actives have a fitted effect of over 60% in size
#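 KB-3-1 parental drug-naive adenocarcinoma cells in DMEM/10% FBS, incubated 72 h at 37 C with pin-transferred compounds across a concentration series. Viability by CellTiter-Glo luminescence; concentration-response curves fitted after normalization.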
# SW480 rereplic: A quantitative high throughput screen for small molecules that induce DNA re-replication in SW480 colon adenocarcinoma cells | SW480 DNA re-replication, Hoechst DNA content imaging, 48 h | Potency, µM (series often up to 46.1 µM), without a hit: at the top dose re-replication activation, hits mostly activators | 340,000 tested, 1.8% active | AID 624297, 2012; further: potency means the concentration at half of the fitted maximal effect; % of control where 0% means no effect; nearly all actives have a fitted effect of over 55% in size
#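 Per well, 250 cells were exposed to pinned compound for 48 hr. Nuclear DNA was visualised with Hoechst (40 min, 37 C) and total object intensity recorded by fluorescence scanning.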
# * hit, by the source's call; i = inactive; ? = inconclusive; / = not tested or not shown; & = joins results of further samples; [ ] = dose if it differs, or a comment. Unless noted, the call rests on the fitted dose curve; in most records, active means well fitted curve in the direction sought with a large enough effect; inconclusive means small, poorly fitted or top-dose-only effect, or another doubt; inactive means no such curve, though single readings can be large; an effect the other way counts as inactive or inconclusive.
SMILES,MCF10A rereplic,ATXN2 expr inh,IL-1B inflam inh,HT1080NT lethal,HT1080 IDH1KD tx,KB-V1 cytotox,S2 tox,KB-3-1 cytotox,SW480 rereplic
O=C1Nc2ccccc2S/C1=C/Nc1cccc(Cl)c1,?,/,0,?,?,0%,/,-13%,15%
O=C(OCC(=O)N1CCN(c2ccccc2)CC1)c1ccccc1OC(F)F,1%,1%,23,-2%,0%,-17%,i,-6%,-4%
O=C(COC(=O)C1CCCCC1)NCc1ccc(Cl)cc1,-6%,14%,-5,-1%,3%,13%,i,6%,-1%
Cc1cccc(C(=O)Nc2ccccc2SCC(=O)Nc2ccc(C)c(Cl)c2)c1,?,?,3,-20%,?,?,?,12µM*,?
O=C(CCCSc1nc2ccccc2[nH]1)N1CCN(c2ccc([N+](=O)[O-])cc2)CC1,0%,?,-24,7%,3%,?,?,-4%,1%
COC(=O)C1C(=O)C=C(Nc2ccc(F)cc2)CC1c1ccc(OC)cc1 (configuration not stated),2%,27%,23,14%,16%,-3%,i,-4%,-5%
C/C(N)=C(/C#N)C(=O)CSc1ccc2c(c1)OCCO2,10%,47%[activator],-9,-1%,-7%,0%,i,?,20%
Cc1cc(C(=O)NCc2ccccc2Cl)c2c(C)nn(-c3cccc(F)c3)c2n1,/,1%,/,/,/,10%,i,6%,/
CC1Nc2ncnc(N3CCOCC3)c2N(Cc2ccc(Cl)cc2)C1=O (configuration not stated),-4%,-1%,0,-8%,0%,5%,i,?,1%
O=C1c2ccccc2C(=O)N1CC(O)COc1cccc2ccccc12 (configuration not stated),/,-2%,-11,0%,-14%,-22%,i,19%,/
CCCC1CCC(c2ccc(C(N)=O)cc2)CC1 (configuration not stated),10%,-4%,46,1%,-3%,24%,i,7%,-3%
CN(C)CCN(Cc1cccs1)c1ccccn1,-2%&6%&7%,-6%&-2%,-9,-13%,-16%,-2%,i,0%,-87%&-3%&5%[inhibitor]
COC(=O)C1=C(O)/C(=C/c2ccc(OCC(=O)Nc3ccc(OC)cc3)cc2)N=C1C,/,/,-17,4%,4%,12%,i,1%,/
COc1ccccc1CCNC(=O)C(=O)NCC(c1cccs1)S(=O)(=O)c1ccc(F)cc1 (configuration not stated),/,-15%,/,/,/,-1%,?,-18%,/
Cc1ccc2[nH]c(=O)c(CN(CCCO)C(C)c3nnnn3Cc3ccco3)cc2c1 (configuration not stated),2%,-1%,-10,-1%,1%,8%,i,4%,-121%[inhibitor]
O=C(COC(=O)c1ccccc1[N+](=O)[O-])NCCCc1ccccc1,18µM*,/,0,13%,-3%,16%,i,0%,-15%
CCN(CC)CCOCCOC(=O)C(CC)(CC)c1ccccc1,15%,-23%,-18,1%,10%,-2%,i,13%,-12%
CCOC(=O)/C=C(\C)Sc1cc(O)c2ccccc2c1O,?,/,-62*,23µM*,23µM*,-7%,?,1%,17%
CC(C(=O)NCc1cccc(Cl)c1)N1C(=O)c2ccccc2C1=O (configuration not stated),-3%,-6%,-12,-1%,23%,3%,i,-7%,-8%
COc1cccc(/C=C/C(=O)OCC(=O)NCc2ccco2)c1OC,7%,3%,41,4%,-9%,1%,i,19%,1%
CCOc1ccc(NC(=O)CN(C)C(=O)CSCc2c(C)noc2C)cc1OCC,-9%,-1%,4,3%,6%,-5%,i,-1%,-8%
Cc1cc(C)c(S(=O)(=O)N2CCN(C(=O)N(C)C)CC2)c(C)c1,3%,0%,0,-2%,-2%,-6%,i,0%,-17%
COc1cccc(-c2nc(N3CCN(C)CC3)c3ccccc3n2)c1O,?,?,-98*,-24%,15µM*,?,i,-19%,22%
CC(C)OCCCn1c(=NC(=O)c2ccncc2)c(C#N)cc2c(=O)n3ccccc3nc21,-8%,4%,0,11%,-5%,2%,i,3%,-9%
CCCN(CCC)CC(O)COc1ccc([N+](=O)[O-])cc1 (configuration not stated),-11%,-3%,28,-9%,-2%,-4%,i,0%,-5%[9.22 µM]
Cn1c(=O)[nH]c(=O)c2c1nc(Sc1ncccn1)n2CCCc1ccccc1,23%,-11%,-3,-9%,-29%,?,i,?,-9%
CC1(C(=O)NCc2ccccc2)Cc2c(-c3ccccc3)ccnc2O1 (configuration not stated),/,12%,0,?,?,?,i,21µM*,/
COc1cc(CN2CCC(C(=O)N3CCN(c4ccccc4F)CC3)CC2)cc(OC)c1OC,?,-2%,-4,1%,15%,-6%,i,0%,?
Cc1ccc(NC(=O)c2nnn(CC(=O)Nc3ccc4c(c3)OCO4)c2N)cc1C,-2%,/,-10,1%,-4%,26%,i,1%,-25%
O=C(CNC(=O)c1ccc(Br)o1)NCc1ccc(Cl)cc1Cl,2%,1%,11,-1%,8%,/,?,/,-1%
CC(C)CNC(=O)CCSc1nc(-c2ccc3c(c2)OCO3)cc(C(F)(F)F)n1,/,6%,/,/,/,?,i,2%,/
C=C(C)CSc1nnc([C@@H](NC(=O)OC(C)(C)C)C(C)CC)o1 (some centres not stated),12%,-27%,-21,-9%,-23%,0%,i,0%,18%
COc1cc(C(=O)OCn2nnc3ccccc3c2=O)cc(OC)c1OC,-4%,0%,10,-12%,-11%,-9%,i,-10%,5%
O=C(C1=C[C@@H](c2ccccc2)C[C@@H](OCc2ccc(CO)cc2)O1)N1CCCCCCC1,-43%[inhibitor],-9%,-11,-1%,-2%,-1%,?,-3%,-15%[9.22 µM]
Cn1c(COc2ccc3ccccc3c2)nnc1SCC(=O)OC1CCCCC1,0%,-8%,-5,-5%,-2%,5%,i,-17%,-6%
Oc1ccc(N2CCN(Cc3ccc(OCCCN4CCCCC4)cc3)CC2)cc1,?,-22%,-2,-12%,-14%,15%,?,-23%,?
O=C(NCc1ccc(F)cc1)NC(=O)c1ccc(Cl)cc1,5%,10%,3,19%,9%,?,i,2%,-6%
CCNC(=S)Nc1ccc(-c2nc3ccccc3[nH]2)cc1,14%,34%[activator],-10,-24%,-21%,-7%,i,-2%,22%
O=C(O)Cc1ccccc1C(=O)O,1%,13%,6,6%,5%,8%,i,7%,1%
Clc1ccc(CSc2ccc(-c3ccccn3)nn2)cc1,17%,?,117,?,?,?,i,?,?
COc1cccc(NC(=O)c2ccc3c(c2)OCO3)c1,0%,22%,-12,-12%,-8%,0%,i,?,-4%
COC(=O)CSc1nc(-c2ccc(F)cc2)cc(C(F)(F)F)n1,26%,-2%&1%,43,1%,-3%,?,i,?,-3%
CCOC(=O)c1c(C)c(C(=O)NCc2ccc3c(c2)OCO3)c(C)n1CC,-3%&-35%,-2%,8,0%,-5%,-6%,i,-4%,-2%&-5%
O=C(NCc1ccco1)c1ccc(Cl)cc1[N+](=O)[O-],81%,/,-12,15%,0%,-1%,i,-11%,-7%
CN1/C(=C\C(=O)COC(=O)CNC(=O)c2ccc3ccccc3c2)C(C)(C)c2ccccc21,?,1%,68,3%,-1%,10%,i,-11%,-3%
CN(c1ccccc1C(=O)NCc1ccccn1)S(C)(=O)=O,-1%,-1%,-2,2%,-3%,18%,i,-3%,-3%
Cc1occc1C(=O)Nc1cccnc1,-1%,11%,13,9%,15%,4%,i,-2%,-29%
O=C(NCc1ccccc1)N1CCN(c2ccccc2)CC1,-1%,-3%,-4,19%,6%,-2%,i,1%,1%
CCOc1ccc(OCc2ccc(C(=O)Nc3cccc(C)n3)o2)cc1,?,49%[activator],-69*,2%,3%[9.24 µM],?,i,10%,-2%

# Ordered by SMILES length (lowest first): some entries from above.
SMILES,MCF10A rereplic,ATXN2 expr inh,IL-1B inflam inh,HT1080NT lethal,HT1080 IDH1KD tx,KB-V1 cytotox,S2 tox,KB-3-1 cytotox,SW480 rereplic
O=C(O)Cc1ccccc1C(=O)O,1%,13%,6,6%,5%,8%,i,7%,1%
Cc1occc1C(=O)Nc1cccnc1,-1%,11%,13,9%,15%,4%,i,-2%,-29%
Clc1ccc(CSc2ccc(-c3ccccn3)nn2)cc1,17%,?,117,?,?,?,i,?,?
CN(c1ccccc1C(=O)NCc1ccccn1)S(C)(=O)=O,-1%,-1%,-2,2%,-3%,18%,i,-3%,-3%
O=C(NCc1ccco1)c1ccc(Cl)cc1[N+](=O)[O-],81%,/,-12,15%,0%,-1%,i,-11%,-7%
CCOc1ccc(OCc2ccc(C(=O)Nc3cccc(C)n3)o2)cc1,?,49%[activator],-69*,2%,3%[9.24 µM],?,i,10%,-2%
CCOC(=O)c1c(C)c(C(=O)NCc2ccc3c(c2)OCO3)c(C)n1CC,-3%&-35%,-2%,8,0%,-5%,-6%,i,-4%,-2%&-5%
CN1/C(=C\C(=O)COC(=O)CNC(=O)c2ccc3ccccc3c2)C(C)(C)c2ccccc21,?,1%,68,3%,-1%,10%,i,-11%,-3%
